# From PubChem BioAssay
# Wnt act = activators of Wnt/beta-catenin signaling; Wnt/beta-catenin reporter cell assay, activator, plate reader; activation, % at 9.35 µM; 1.2% of 300,000 active; AID 743398; in the data active = activation above about 30%, passing the limit was not always enough;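 also: 0% = neutral control wells and 100% = positive control wells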
# phage Ecoli inh = E. coli growth loss with phage present | growth absorbance | inhibition, % at 11.9 µM | 0.26% of 360,000 active | AID 651602; in the data active = inhibition above about 11%
# PfHsp90 set2 = reduces growth (ATP signal) of yeast expressing P. falciparum Hsp90 | 0.32% of 310,000 active | inhibition, % at 9.4 µM | S. cerevisiae expressing PfHsp90, BacTiter-Glo ATP, 48 h; yeast lacking PDR1 and PDR3 efflux regulators;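 active = every replicate shows inhibition above about 80%, whatever the replicate mean, limit read from the data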;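 also: 0% = DMSO neutral controls and 100% = 20 µM radicicol positive controls; yeast relying on Plasmodium falciparum Hsp90 in place of its own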
# PvdQ inh = P. aeruginosa PvdQ acylase inhibition; purified PvdQ acylase, fluorescence plate reader; inhibition, % at 10 µM; 0.063% of 340,000 active; AID 488965; in the data active = inhibition above about 30%, passing the limit was not always enough;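 also: 0% = vehicle neutral wells and 100% = reference inhibitor wells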
# Tat export inh = inhibitors of E. coli Tat protein transport | E. coli MC4100 TorA-mCherry Tat export, fluorescence | inhibition, % at 10 µM | 0.036% of 340,000 active;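 active = mean replicate inhibition at least 50% and at least half of replicates individually reaching 50%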;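 also: exported cargo escapes ClpAP degradation while cytoplasmic cargo is degraded and loses fluorescence; 0% = median of neutral control wells and 100% = median of NaSCN control wells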
# E coli growth = counter-screen for AddAB inhibitors: E. coli growth inhibition | E. coli V3065 growth, OD600 absorbance, 18 h | 0.27% of 330,000 active | inhibition, % at 11.9 µM | AID 449728;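 active = inhibition above the campaign's mean inhibition across all tested compounds plus 3 SD, cut at about 9.9% in these data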;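 also: uninfected addAB+ strain grown without phage in ampicillin broth; 0% = DMSO wells and 100% = ciprofloxacin 0.95 µg/ml wells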
# DAGLB inh = diacylglycerol lipase beta (human) inhibition. AID 504411. HEK293T DAGLB membrane lysate, EnzChek fluorogenic substrate. 0.059% of 340,000 active. inhibition, % at 5.17 µM. Q8NCG7; in the data active = inhibition above about 34%;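 also: 0% = enzyme with vehicle and 100% = wells lacking enzyme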
# Target sequence (Q8NCG7 whole entry, looked up): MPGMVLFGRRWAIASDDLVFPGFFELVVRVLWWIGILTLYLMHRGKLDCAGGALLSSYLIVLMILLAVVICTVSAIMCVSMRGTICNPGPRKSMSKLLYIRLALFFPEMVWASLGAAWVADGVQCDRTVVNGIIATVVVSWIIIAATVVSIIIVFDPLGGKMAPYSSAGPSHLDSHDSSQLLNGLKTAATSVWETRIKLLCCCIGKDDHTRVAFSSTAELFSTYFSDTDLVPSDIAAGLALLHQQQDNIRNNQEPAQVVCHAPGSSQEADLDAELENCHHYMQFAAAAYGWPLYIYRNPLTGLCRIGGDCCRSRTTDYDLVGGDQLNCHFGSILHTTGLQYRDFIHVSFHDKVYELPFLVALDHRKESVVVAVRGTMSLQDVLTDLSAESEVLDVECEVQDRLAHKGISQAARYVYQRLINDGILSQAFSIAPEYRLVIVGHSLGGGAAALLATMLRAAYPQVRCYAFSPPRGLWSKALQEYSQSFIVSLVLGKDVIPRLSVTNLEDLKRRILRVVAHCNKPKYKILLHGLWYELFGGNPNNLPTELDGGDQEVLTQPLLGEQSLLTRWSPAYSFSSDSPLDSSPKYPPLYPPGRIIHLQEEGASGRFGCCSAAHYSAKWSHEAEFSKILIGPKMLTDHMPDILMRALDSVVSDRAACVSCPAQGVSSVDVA
# AddAB inh = less growth of phage-infected E. coli with AddAB | AID 435030 | inhibition, % at 11.9 µM | 0.29% of 330,000 active | E. coli expressing H. pylori AddAB, absorbance growth; in the data active = inhibition above about 12%;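 also: 0% = vehicle wells of infected cells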
# Rtt109 HAT inh = blocks Candida albicans Rtt109/Vps75 acetyltransferase activity. 0.16% of 330,000 active. AID 540336. inhibition, % at 34.9 µM. Q5AAJ8. purified Rtt109/Vps75, ThioGlo CoA-SH fluorescence, 4 h;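 active = inhibition of at least 50% in every replicate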
# Target sequence (Q5AAJ8 whole entry, looked up): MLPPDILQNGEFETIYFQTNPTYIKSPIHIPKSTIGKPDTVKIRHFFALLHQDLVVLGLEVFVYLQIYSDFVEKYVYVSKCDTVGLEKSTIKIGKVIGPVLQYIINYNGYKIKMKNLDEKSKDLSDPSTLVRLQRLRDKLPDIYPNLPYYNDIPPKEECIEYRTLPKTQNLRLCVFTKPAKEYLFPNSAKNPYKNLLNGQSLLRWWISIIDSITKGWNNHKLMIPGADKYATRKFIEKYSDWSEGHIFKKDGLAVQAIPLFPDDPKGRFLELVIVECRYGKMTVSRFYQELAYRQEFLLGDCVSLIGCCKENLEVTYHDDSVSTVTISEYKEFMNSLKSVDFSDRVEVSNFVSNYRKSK
# CAL PDZ FP = blocks peptide binding to human CAL PDZ domain | Q9HD26 | purified CAL PDZ, TMR-peptide fluorescence polarization, 1 h | inhibition, % at 20 µM | 0.02% of 330,000 active | AID 504414;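 active = highest replicate inhibition of at least 40%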;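 also: plate controls were DMSO neutral control wells for no effect and unlabeled competitor peptide control wells for full effect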
#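 material = purified tagged CAL PDZ domain construct (CerCALP) | buffer or medium = sodium phosphate/NaCl buffer pH 7.4 with TCEP, IgG, Thesit | reagent = TMR-labelled reporter peptide T*-PRC34 bound in PDZ groove | incubation = 1 h room-temperature incubation prior to read | measured by = fluorescence polarization (mP) | evaluation = percent inhibition from loss of millipolarization | control set = unlabelled peptide and DMSO controls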
# An asterisk follows results filed as active; / = no result given.
1: CSc1ccc(CN(C)CC(=O)Nc2ccc(NC(C)=O)cc2)cc1
2: CC(=O)c1ccc(-n2nnnc2SCC(=O)N2CCc3ccccc3C2)cc1
3: COc1ccc(C(=O)NCc2nnc(SCC(=O)Nc3cccc(C(F)(F)F)c3)o2)cc1OC
4: COc1ccc(OC(C)C(=O)Nc2ccccc2C(F)(F)F)cc1 (configuration not stated)
5: CCNc1nc(Oc2ccc(=O)n(C)n2)nc(N2CCOCC2)n1
6: O=C(OCC(=O)N1CCOCC1)c1cc(F)c(F)cc1Cl
7: O=C1C(Cl)=C(Nc2ccc(O)cc2)C(=O)c2ccccc21
8: COCCn1nnnc1C(c1ccc(Cl)cc1)N1CCSCC1 (configuration not stated)

entry no.,1,2,3,4,5,6,7,8
Wnt act,-0.4,/,-1.0,1.8,-0.1,-0.8,-21.4,-2.2
phage Ecoli inh,3.5,2.1,1.4,3.3,0.2,1.6,1.5,2.2
PfHsp90 set2,4.5,-0.1,5.7,-10.2,16.5,-10.5,-5.2,-13.6
PvdQ inh,-20.5,-15.2,-7.1,-7.2,-20.1,-5.6,-3.9,-14.9
Tat export inh,-3.4,1.7,14.3,-1.5,-3.9,-0.2,5.2,-2.9
E coli growth,-1.2,/,-1.9,-0.5,2.4,-1.8,-1.5,0.6
DAGLB inh,-1.3,-1.1,-6.4,-15.2,-1.2,-1.3,13.1,-1.7
AddAB inh,1.1,/,-1.5,1.7,0.9,0.3,0.3,1.3
Rtt109 HAT inh,5.3,6.1,10.5,5.2,2.5,-12.8,4.7,2.1
CAL PDZ FP,-1.6,0.2,-0.6,-2.9,0.8,-2.8,-0.9,-3.9

9: COc1ccccc1C(=O)Nc1ccc2c(c1)OCO2
10: CC(C)(C)c1nn2cnnc2n(/N=C/c2ccccc2)c1=O
11: COc1cc(/C=C/c2cccc[n+]2C)ccc1OCC(=O)Nc1cccc(Cl)c1
12: C=C(C)CN1C(=O)C(O)(CC(=O)c2ccc3c(c2)OCCO3)c2ccccc21 (configuration not stated)
13: CCOC(=O)Cn1c2ccccc2c2nc(C)sc21
14: CNC(=O)c1ccc(Nc2nnc(-c3ccc(C)c(S(N)(=O)=O)c3)c3ccccc23)cc1
15: Cc1ccn2c(Nc3ccccc3C)c(-c3ccccn3)nc2c1
16: CCCn1c(NC(=O)CCNC(=O)c2ccccc2Cl)nc2ccccc21

entry no.,9,10,11,12,13,14,15,16
Wnt act,/,-0.7,-4.4,/,-1.4,-0.3,-9.8,-1.5
phage Ecoli inh,3.0,1.3,-14.5,2.5,2.3,0.4,-0.5,-2.8
PfHsp90 set2,/,11.9,5.5,-22.3,18.7,7.3,-5.7,2.0
PvdQ inh,-10.6,4.0,-7.7,-5.3,-9.2,2.3,2.1,-6.7
Tat export inh,-1.8,-7.0,-1.0,13.1,-3.5,-0.7,-3.9,8.1
E coli growth,-2.7,-0.4,-1.4,1.1,1.8,0.1,2.7,-1.4
DAGLB inh,1.2,0.8,-0.3,-2.3,-0.1,-1.3,1.7,1.5
AddAB inh,0.4,-0.2,2.2,3.3,2.3,-1.8,3.0,-2.6
Rtt109 HAT inh,-3.6,6.0,14.3,3.9,-0.4,-5.3,-1.6,4.5
CAL PDZ FP,-2.4,0.4,-2.6,-0.4,0.3,/,0.1,0.2

17: COC(=O)c1ccc(CNC(=O)C(C)N=C2NS(=O)(=O)c3ccccc32)cc1 (configuration not stated)
18: CCOc1cc(N2CCOCC2)c(OCC)cc1NC(=O)CN1C(=O)NC(C)(C2CC2)C1=O (configuration not stated)
19: N#C/C(=C/c1ccc(-c2ccc(S(N)(=O)=O)cc2)o1)c1nc2ccccc2s1
20: O=C(NC1CCCCC1)C1CC(=O)N(c2ccccc2)C1 (configuration not stated)
21: C/C(=N/NC(=O)c1cc(C(C)C)[nH]n1)c1cccs1
22: CCN1C(=O)c2cccc3c(S(=O)(=O)Nc4ccccc4)ccc1c23
23: Cc1ccc(NC2=CC(=O)CC(C)(C)C2)c(N)c1
24: CN(C)CCCN(C(=O)c1ccc2c(c1)OCCO2)c1nc2cc3c(cc2s1)OCO3

entry no.,17,18,19,20,21,22,23,24
Wnt act,-4.6,4.1,/,0.0,33.1*,/,-0.1,-1.2
phage Ecoli inh,-0.4,3.3,2.0,2.0,4.5,/,-0.4,2.1
PfHsp90 set2,/,9.0,0.5,-5.0,2.4,/,-2.9,19.3
PvdQ inh,-15.3,-4.4,0.4,1.0,-6.2,-2.2,8.2,0.8
Tat export inh,2.4,-1.3,-1.2,4.9,5.4,4.6,-2.6,-0.5
E coli growth,/,0.2,0.4,-4.1,1.1,-0.5,1.8,-2.9
DAGLB inh,0.9,-0.7,-26.8,-1.5,-1.1,-3.0,-3.9,-0.2
AddAB inh,/,-1.5,1.4,-0.2,1.1,0.2,3.6,-0.5
Rtt109 HAT inh,-9.6,0.7,-4.5,11.7,-0.7,8.3,8.3,3.1
CAL PDZ FP,-1.0,-0.6,-2.7,1.1,-4.1,/,0.1,-2.3

25: O=C(COc1ncnc2sccc12)NC1CCS(=O)(=O)C1 (configuration not stated)
26: COc1ccc2[nH]c(=O)c(C(c3nnnn3CC3CCCO3)N3CCCCC3)cc2c1 (configuration not stated)
27: Cc1nc2c(sc(=S)n2Cc2ccco2)c(=O)n1CC(=O)Nc1cc(F)ccc1F
28: Cc1cc(C(F)F)n2nc(C(=O)Nc3sc4c(c3C#N)CCC(C)C4)nc2n1 (configuration not stated)
29: Cc1cccc(C(=O)OCC(=O)NCC(C)C)c1O
30: COc1ccc(Oc2nc(C)cc(C)c2C#N)cc1
31: O=C(/C=C/Nc1cccc(O)c1)c1ccccc1
32: Cc1nc(C)c(-c2ccccc2)c(=O)[nH]1

entry no.,25,26,27,28,29,30,31,32
Wnt act,-1.0,1.8,-0.6,-5.2,-1.1,/,47.8*,-2.8
phage Ecoli inh,-2.8,4.8,1.7,-0.5,3.6,0.4,2.3,4.7
PfHsp90 set2,0.4,11.3,22.1,/,6.7,10.4,3.7,-29.1
PvdQ inh,8.8,-14.0,-5.4,11.2,3.8,-10.6,-8.9,-11.8
Tat export inh,-4.9,1.1,-6.6,-12.9,1.3,0.0,16.0,-5.4
E coli growth,-2.8,1.1,0.2,1.3,-1.7,0.4,-0.6,-0.8
DAGLB inh,0.5,1.1,-3.2,-2.2,-0.7,-3.1,-0.5,-2.7
AddAB inh,-0.6,0.2,-0.3,2.3,-2.5,0.2,0.5,3.8
Rtt109 HAT inh,1.2,-3.6,0.6,-2.1,-4.9,-7.8,23.2,-4.0
CAL PDZ FP,0.4,-2.0,-1.8,-1.1,0.0,-1.5,-2.0,0.1

33: CCOC(=O)c1sc2ncn(/N=C/c3ccc(O)cc3)c(=O)c2c1C
34: CCOc1ccccc1N=Cc1c(O)c2ccccc2oc1=O
35: Cc1nn(-c2ccccn2)c2nc(-c3cccs3)cc(C(=O)N3CCOCC3)c12
36: COc1ccc(N2C(=O)CCC(C(=O)c3ccccc3)=C2C)cc1
37: CCOc1ccccc1NC(=O)COC(=O)CCOc1cc(C)ccc1C
38: Cc1ccc(SCC(=O)N2N=CCC2c2ccccc2)cc1 (configuration not stated)
39: S=C(NC1CCCCC1)c1ccc2c(c1)OCO2
40: Cc1ccc(-c2nc3sc(C(N)=O)c(N)c3c3c2CCCC3)cc1

entry no.,33,34,35,36,37,38,39,40
Wnt act,-1.0,0.5,4.3,-2.2,0.5,-0.2,/,1.0
phage Ecoli inh,1.1,1.6,-0.5,2.5,-2.8,2.9,2.8,0.4
PfHsp90 set2,16.6,1.3,-7.9,/,/,-26.1,-33.9,17.1
PvdQ inh,-6.9,1.1,1.9,-13.1,-17.3,8.8,-1.4,-14.8
Tat export inh,4.0,-6.5,-7.6,0.6,-4.1,3.3,2.7,1.6
E coli growth,-3.4,-0.3,0.8,0.5,0.8,-1.1,2.6,2.0
DAGLB inh,-9.6,-3.5,-1.5,1.8,-5.0,-2.6,-1.2,-2.3
AddAB inh,-1.6,5.0,3.0,2.8,0.5,-0.8,2.9,1.6
Rtt109 HAT inh,-6.3,-1.5,5.4,2.2,1.8,6.4,1.7,6.5
CAL PDZ FP,-1.9,-1.9,-2.6,-0.9,1.3,-0.4,-4.8,0.5

# Next section (2 carried over from the part before).
39: S=C(NC1CCCCC1)c1ccc2c(c1)OCO2
40: Cc1ccc(-c2nc3sc(C(N)=O)c(N)c3c3c2CCCC3)cc1
41: CN1CCN(c2nc(Nc3ccccc3)nc(N)c2[N+](=O)[O-])CC1
42: CCCOc1ccc(-c2csc3nc[nH]c(=O)c23)cc1
43: O=C(c1ccc(Cl)c(S(=O)(=O)N2CCCC2)c1)N1CCN(Cc2ccccc2)CC1
44: O=C1CCC(C(=O)N2CCc3ccccc3C2)CN1CCCN1CCOCC1 (configuration not stated)
45: CC(=O)Nc1ccc(S(=O)(=O)N[C@H](C(=O)O)C(C)C)cc1
46: COc1cc(C(=O)N2CCN(C(=O)CC(C)C)CC2)cc(OC)c1OC
47: COc1ccc2cc(C3(C)NC(=O)N(CC(=O)NCc4ccco4)C3=O)ccc2c1 (configuration not stated)
48: O=C1/C(=C/c2ccc(N3CCOCC3)o2)SC(=Nc2ccccc2)N1CCc1c[nH]c2ccccc12

entry no.,39,40,41,42,43,44,45,46,47,48
Wnt act,/,1.0,5.0,37.9*,-0.2,-2.7,/,-1.6,-2.2,/
phage Ecoli inh,2.8,0.4,0.0,4.9,2.2,1.0,0.7,-1.1,3.3,/
PfHsp90 set2,-33.9,17.1,4.8,13.8,/,-30.8,24.4,10.0,8.3,141.7*
PvdQ inh,-1.4,-14.8,-8.7,2.4,-21.1,-10.4,-13.0,0.6,-14.4,-13.9
Tat export inh,2.7,1.6,8.6,-4.4,1.0,-0.8,-6.7,16.2,7.2,-6.2
E coli growth,2.6,2.0,1.9,-0.2,/,0.0,0.0,-1.2,-0.7,-3.5
DAGLB inh,-1.2,-2.3,-0.5,-0.2,-0.8,-1.8,-1.0,-1.4,1.6,-39.3
AddAB inh,2.9,1.6,1.4,5.1,/,2.8,3.5,0.5,3.1,-1.9
Rtt109 HAT inh,1.7,6.5,9.4,10.8,-5.5,-3.1,-13.8,5.6,14.4,-0.3
CAL PDZ FP,-4.8,0.5,0.1,0.4,-3.9,-1.7,0.0,0.6,-0.4,-2.3

49: CCOc1ccc(CCNC(=O)c2ccc(N3CCCC3=O)cc2)cc1OCC
50: C=CCn1c(SCC(=O)NC2CCCCC2)nnc1C1CCCCC1
51: CN(C)S(=O)(=O)N(CC(=O)N1CCN(Cc2ccccc2)CC1)c1ccccc1
52: CN(C)C(=O)NC(Nc1cccc([N+](=O)[O-])c1)C(Cl)(Cl)Cl (configuration not stated)
53: C=CCn1cc(C(=O)NCCCOC)c(=O)c2cc(S(=O)(=O)N(CC)CC)ccc21

entry no.,49,50,51,52,53
Wnt act,-0.6,/,1.6,-1.5,-3.7
phage Ecoli inh,0.1,2.0,2.0,1.2,1.9
PfHsp90 set2,4.2,-1.4,-7.0,-14.1,/
PvdQ inh,-6.8,8.5,2.2,-7.5,-4.9
Tat export inh,-5.2,-2.3,-1.5,-0.1,-2.1
E coli growth,-1.3,0.2,1.4,-3.0,-0.6
DAGLB inh,-2.8,-0.7,-0.6,0.7,-0.1
AddAB inh,-0.7,1.5,2.9,-2.1,1.5
Rtt109 HAT inh,3.7,8.6,33.1,-10.8,19.8
CAL PDZ FP,-1.4,-0.3,0.1,-0.5,-0.1
